Screening data as filed in PubChem.
Abeta yeast res = restores growth of yeast expressing A-beta42 peptide | 410,000 compounds, 0.063% hits | Potency, µM (top dose mostly 46.1 µM), for inactives: at the highest dose growth rescue, actives largely listed as activators | yeast expressing A-beta42, growth rescue, OD600, 48 h; response scale: 0% DMSO, 100% iron-clioquinol control; further: potency means the concentration at half of the fitted maximal effect; nearly all actives have a fitted effect of over 55% in size
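Yeast A-beta toxicity model in growth medium with pinned compounds, 48 h at 30 C; growth read as absorbance at 600 nm. Normalized to FeCl3/clioquinol equimolar mix (positive) and DMSO (negative).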
PI5P4Ka inh = blocks human PI5P4K alpha kinase activity; PI5P4Kalpha enzyme, ADP-Glo luminescence, 60 min; hits give low values; max response, %; 330,000 compounds, 1.2% hits; AID 652105; active means max response of -50% or lower; inconclusive means between -30% and -50%; inactive means -30% or higher; further: value at the top dose of about 77 µM; on the % scale 0 is the no-effect control and ±100 the full control effect
Target sequence (P48426 whole entry, looked up): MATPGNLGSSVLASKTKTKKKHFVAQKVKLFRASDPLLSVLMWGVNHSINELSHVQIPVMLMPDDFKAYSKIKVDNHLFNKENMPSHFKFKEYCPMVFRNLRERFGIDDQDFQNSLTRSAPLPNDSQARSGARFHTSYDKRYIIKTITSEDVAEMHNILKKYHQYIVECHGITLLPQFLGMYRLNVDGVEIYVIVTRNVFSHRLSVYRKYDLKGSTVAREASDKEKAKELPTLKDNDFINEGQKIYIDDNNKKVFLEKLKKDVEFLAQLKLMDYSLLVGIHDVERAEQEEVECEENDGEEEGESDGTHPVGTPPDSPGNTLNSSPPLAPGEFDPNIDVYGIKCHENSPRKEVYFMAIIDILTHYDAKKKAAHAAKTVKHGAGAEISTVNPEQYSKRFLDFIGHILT
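Compounds were pin-transferred onto PI5P4Kalpha and substrate in HEPES pH 7.4 buffer with EGTA, CHAPS and 5% DMSO. ATP (5 microM final) started the reaction, which ran 60 minutes at room temperature before ADP-Glo detection.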
PLK1 PBD block = inhibitors of human PLK1 polo-box domain binding; P53350; Plk1 PBD binding of FITC phosphopeptide, fluorescence polarization; Potency, µM, inactives show max response, negative = inhibition, hits mostly inhibitors; 360,000 compounds, 2.8% hits; further: potency means the concentration at half of the fitted maximal effect; series mostly up to about 57 µM; on the % scale 0 is the no-effect control and ±100 the full control effect; nearly all actives have a fitted effect of over 65% in size
Target sequence (P53350 whole entry, looked up, the tested form may be a part): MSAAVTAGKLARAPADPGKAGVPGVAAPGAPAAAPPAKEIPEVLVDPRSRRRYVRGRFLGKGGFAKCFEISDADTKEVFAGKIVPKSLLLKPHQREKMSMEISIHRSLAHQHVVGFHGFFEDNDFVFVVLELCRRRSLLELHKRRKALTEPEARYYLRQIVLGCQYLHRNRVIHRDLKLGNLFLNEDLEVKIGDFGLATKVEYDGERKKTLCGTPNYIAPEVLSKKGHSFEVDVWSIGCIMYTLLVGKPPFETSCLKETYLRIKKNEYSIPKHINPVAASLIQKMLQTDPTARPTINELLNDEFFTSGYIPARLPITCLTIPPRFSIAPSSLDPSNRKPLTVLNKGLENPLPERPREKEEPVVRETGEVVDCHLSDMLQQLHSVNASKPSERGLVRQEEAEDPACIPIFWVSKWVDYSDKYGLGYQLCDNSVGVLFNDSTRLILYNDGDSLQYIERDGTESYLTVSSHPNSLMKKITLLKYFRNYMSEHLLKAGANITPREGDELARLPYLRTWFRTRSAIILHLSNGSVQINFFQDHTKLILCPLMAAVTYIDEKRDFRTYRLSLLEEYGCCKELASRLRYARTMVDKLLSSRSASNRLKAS
WRN helicase inh = blocks human WRN helicase | Q14191 | WRN helicase unwinding, fluorescent forked duplex, kinetic | Potency, µM (titrated, usually from 114 µM), for the others: top-dose activity change, negative = inhibition, usual class: inhibitors | 360,000 compounds, 0.46% hits; further: potency means the concentration at half of the fitted maximal effect; on the % scale 0 is the no-effect control and ±100 the full control effect; nearly all actives have a fitted effect of over 55% in size
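Enzyme (20 nM final) and test compound sit together 15 min at room temperature before substrate addition. Substrate is a single-forked duplex oligonucleotide (100 nM) labelled with fluorophore and quencher, with 2 mM ATP; helicase unwinding raises red fluorescence, read kinetically.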
aSyn yeast inh = rescues yeast growth from alpha-synuclein toxicity. Yeast expressing alpha-synuclein, growth rescue, BacTiter-Glo, 24 h. AID 652106. Potency, µM (series often up to 46.1 µM), for the others: at the top dose growth rescue (activation), usual class: activators. 370,000 compounds, 0.14% hits; further: potency means the concentration at half of the fitted maximal effect; % of control where 0% means no effect; nearly all actives have a fitted effect of over 65% in size
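Screening used galactose-induced yeast with toxic alpha-synuclein levels, exposed to compound for 24 hr at 30 deg C. Cell growth, read with BacTiter-Glo luminescence, gave the measured signal.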
EPAC1 antag = blocks human EPAC1 exchange factor; O95398; EPAC1 GEF assay, Rap1b-BODIPY-GDP exchange fluorescence; Potency, µM (titrated, usually from 115 µM), without a hit: at the highest dose activity change, negative = inhibition, most hits filed as inhibitors; 360,000 compounds, 0.14% hits; AID 720709;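 further: potency means the concentration at half of the fitted maximal effect; plate controls were vehicle for no effect and positive control for full effect; nearly all actives have a fitted effect of over 50% in size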
IL-2 act = activates IL-2 in a cell-based reporter assay | IL-2 activation reporter assay, cell-based qHTS; stimulated with anti-CD3/CD4/CD28 beads; in transgenic mouse T cells | activation, % (series mostly up to about 46 µM) | 360,000 compounds, 0.065% hits | AID 652025; in the data active means activation above about 50%; inconclusive means mostly about 30% to 49%; further: 0% is about no effect
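Using fluorescent plate cytometry, EGFP and DsRed are detected in transgenic mouse T cells stimulated 18 h at 37 degrees C with antibody-coated beads after 60 min compound pretreatment.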
FUS yeast rescue = FUS proteinopathy suppression in yeast; S. cerevisiae FUS-expressing, growth rescue, OD600, 24 h; Potency, µM (doses to about 76.6 µM), for the others: at the highest dose growth rescue (activation), actives largely listed as activators; 390,000 compounds, 0.24% hits; AID 1347120;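 further: potency means the concentration at half of the fitted maximal effect; plate controls were DMSO vehicle for no effect and reference control for full effect; nearly all actives have a fitted effect of over 55% in size; some results filed as inactive show a strong effect at the top dose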
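S. cerevisiae expressing FUS from galactose induction served as the toxicity model. Growth after 24hr at 30C, read as absorbance at 600 nm, indicates suppression of toxicity; compounds dosed at several concentrations.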
EPAC1 agonist = EPAC1 (human) agonism. O95398. EPAC1 agonist qHTS, biochemical assay; response scale: 100% = response to 6.5 mM cAMP. Potency, µM (doses to about 154 µM), inactives show at the top dose activation, actives largely listed as activators. 360,000 compounds, 0.073% hits; further: potency means the concentration at half of the fitted maximal effect; nearly all actives have a fitted effect of over 60% in size
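Multi-concentration qHTS readout: loss of Rap1B-bound BODIPY-GDP fluorescence driven by 100 nM EPAC1 with excess GDP (50 uM), monitored kinetically at room temperature; agonist response expressed relative to 6.5 mM cAMP.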
The depositor's hits bear a star; u = inconclusive; x = not tested or not shown; [ ] = remark or other dose. Unless noted, the call rests on the fitted dose curve; in most records, active means well fitted curve in the direction sought with a large enough effect; inconclusive means small, poorly fitted or top-dose-only effect, or another doubt; inactive means no such curve, though single readings can be large; an effect the other way counts as inactive or inconclusive.

smiles | Abeta yeast res | PI5P4Ka inh | PLK1 PBD block | WRN helicase inh | aSyn yeast inh | EPAC1 antag | IL-2 act | FUS yeast rescue | EPAC1 agonist
COc1ccc(NC(=O)CN(C)C(=O)c2ccc(S(=O)(=O)Nc3ccccc3F)cc2)cc1 | 0% | -5 | 3% | -16% | 1% | 6% | -1.1 | -3% | 4%
CC(=O)c1ccc(OCCCC(=O)N2CCN(S(=O)(=O)c3ccc(C)cc3C)CC2)cc1 | 7% | 0 | -2% | -2% | 10% | -7% | -0.8 | u | 3%
c1ccc2oc(-c3ccc(Nc4nc(N5CCOCC5)nc(N5CCOCC5)n4)cc3)nc2c1 | -7% | 0 | 0% | 4% | -13% | -6% | 0.5 | -2% | -2%
COc1ccccc1OCC(O)CN1CCN(C(=O)c2ccccc2)CC1 (stereo not given) | 13% | -4 | -10% | -17% | 4% | -11% | 1.9 | 11% | -4%
Cc1cccc(C(=O)N/N=C/c2ccc(OCC(=O)N3CCCCC3)cc2)c1 | -3% | x | -15% | -10% | 5% | -2% | -1.5 | 3% | 4%
O=C(CCNC(=O)N1CC(=O)Nc2ccccc21)Nc1cccc(Cl)c1 | 5% | -9 | u | -4% | -4% | -8% | -0.8 | -14% | -6%
CC(=O)/C(C=Nc1noc(C)c1Br)=C(\C)O | 8% | 1 | 3% | -10% | 2% | 3% | 0.3 | -7% | -3%
Cc1csc(SCC(=O)O)n1 | 5% | -3 | -7% | -6% | -1% | -8% | -0.3 | -9% | 7%
COc1ccc(C(=O)N2CCCC(Nc3ccc(F)cc3)C2)c(OC)c1 (stereo not given) | -7% | 3 | -1% | -3% | 3% | 3% | -0.8 | 9% | 1%
COC(=O)C1=C(C)NC(=O)C1(NS(=O)(=O)c1ccc(C)cc1)C(F)(F)F (stereo not given) | -9% | x | 0% | -3% | -4% | 4% | -2.3 | 22% | -1%
C/C(CC(=O)Nc1ccccn1)=N\NC(=O)c1cccc(C)c1 | -4% | -7 | -14% | 7% | 1% | 13% | 2.1 | 17% | 10%
Cc1cc(C(=O)OCC(=O)Nc2cc(C(F)(F)F)ccc2N2CCOCC2)c(C)o1 | 2% | 0 | -10% | -6% | 4% | -14% | -1.9 | 26% | -16%
COCCCNC(=O)c1c[nH]c2ccc(S(=O)(=O)N3CCC(C)CC3)cc2c1=O | -6% | 3 | -14% | -26% | -8% | 15% | 0.9 | -2% | -7%
CC(C)=CCC/C(C)=C/CC/C(C)=N/O | 10% | x | 0% | -4% | 3% | 0% | -1.2 | 18% | -5%
O=C(COc1ccc(S(=O)(=O)N2CCOCC2)cc1Cl)NCCN1CCOCC1 | 12% | 0 | 4% | 1%[57.1 µM] | 1% | -2% | 0.1 | -1% | 4%
COc1ccc(N2C(=O)CC2(/C=C/c2ccccc2OC)C(=O)NC2CCCC2)cc1 (stereo not given) | -8% | x | 0% | -4% | 7% | -7% | 1.2 | 26% | 13%
CC(O)CNc1nc(NCc2ccccc2)c2cnn(C)c2n1 (stereo not given) | 9% | 3 | 3% | -3% | 1% | -6% | 1.3 | -29% | 1%
C[C@H]1CN([C@@H](C)CO)S(=O)(=O)c2ccc(-c3cncnc3)cc2O[C@H]1CN(C)C(=O)NC1CCCC1 | 7% | -3 | -1% | -3% | 1% | 8% | -2.1 | -2% | 0%
O=C(CN(CC1CCCO1)S(=O)(=O)c1ccc(S(=O)(=O)NC2CC2)cc1)Nc1ccccc1 (stereo not given) | -5% | 1 | -2% | -2% | 0% | 0% | 0.1 | -2% | 0%
CCC(=O)c1c(NC(CC)CO)cc(C)oc1=O (stereo not given) | -7% | -7 | 0% | -1% | 2% | -8% | 2.9 | -5% | 8%
CCc1ccc(OCC(=O)NN2Cc3ccccc3C2=N)cc1 | -21% | 6 | -14% | -3% | -6% | -5% | -0.6 | -35% | 9%
CCn1c(CSCc2ccc(Cl)cc2)nnc1SCC(=O)Nc1cccc(C(=O)O)c1 | 1% | -2 | -9% | -2% | 10% | -11% | -0.6 | 18% | -4%
O=C(O)c1nc(-c2ccccc2)n(-c2cccc(C(F)(F)F)c2)n1 | -8% | 3 | -15% | -32% | 0% | u | -2.5 | 26% | 6%
Cc1cc(C(=O)O)c(=O)[nH]c1C | -12% | x | -8% | 4% | -13% | -2% | -1.7 | 25% | 8%
O=c1[nH]cnc2c1cnn2Cc1ccccc1Cl | 13% | -7 | -2% | -3%[57.1 µM] | -6% | -7% | -2.1 | 6% | -10%
O=C(O)c1ccc(S(=O)(=O)c2ccc3c(c2)C(=O)N(NC(=O)c2ccccc2)C3=O)cc1 | 2% | -4 | -2% | -1% | 7% | -20% | 1.2 | 14% | 4%
Cc1nn2c3ccccc3nc2n(C)c1=O | -15% | -4 | -9% | -17% | 9% | -18% | -1.6 | x | 4%
Cc1cc(NC(=O)COC(=O)Cn2c(C)csc2=O)ccc1Br | 20% | 8 | -6% | -34% | 12% | -6% | -3.9 | 15% | -3%
CCOc1ccc(OCC(=O)OCC(=O)N2CCN(S(=O)(=O)c3ccc(C)cc3C)CC2)cc1 | -4% | 0 | -10% | 6% | -3% | -22% | 4.0 | -22% | 9%
COc1ccc(-c2nc3n(n2)C(c2ccncc2)C(C(N)=O)=C(C)N3)cc1 (stereo not given) | -3% | -3 | -13% | -29% | -3% | -11% | 2.1 | 9% | 1%
Cc1ccc(NC(=S)NNC(C)(C)C)cc1 | 16% | -1 | -13% | 4% | -2% | 21% | 0.3 | -2% | 7%
Cc1ccc(C)c(N2CCN(CCCNC(=O)CCn3c(=O)c4cccn4c4cccnc43)CC2)c1 | 13% | 2 | -2% | -3%[57.1 µM] | -1% | 0% | -4.3 | 15% | 2%
Cn1c(SCC(=O)NNC(=O)Cc2ccccc2)nc2ccccc2c1=O | -12% | u | 3.4µM* | 7% | 9% | -21% | -0.7 | 18% | -8%
Cc1cc(C)c2cccc(NC(=S)NC(=O)c3ccccc3)c2n1 | -2% | x | -1% | -18% | 0% | -1% | -1.3 | -3% | 16%
N#CCSc1nc2cc(C(=O)N3CCCC3)ccc2c(=O)n1Cc1ccccc1 | 7% | 0 | -6% | -5% | -4% | 26% | -2.3 | 14% | 1%
CN(C(=S)NCCN1CCOCC1)C(c1ccccc1)c1ccccc1 | 9% | 0 | u | -3% | 0% | -15% | -1.3 | -29% | -2%
CCc1nnc(NC(=O)c2ccc(S(=O)(=O)N(C)c3ccccc3)cc2)o1 | u | -15 | 30µM* | 0% | -10% | 0% | -3.6 | 23% | 6%
O=C1COc2ccc(S(=O)(=O)N3CCN(c4ccccc4F)CC3)cc2N1 | 14% | 0 | -3% | -7% | -1% | 2% | -0.3 | 21% | 2%
CN(C)c1ccc(-c2ccc([C@H]3[C@@H]4C=CCC[C@@]4(C)C(=O)N3Cc3ccccc3)c(F)c2)cc1 | 0% | 7 | -5% | 3% | -5% | -6% | 0.2 | 43% | 5%
COc1cccc(OCCOCC(O)CN2CCN(Cc3ccc(Cl)cc3)CC2)c1 (stereo not given) | -7% | -6 | -12% | -25%[57.1 µM] | -9% | -6% | 0.8 | 1% | 3%
O=C1C2CCCCN2C(=O)N1CCCN1CCN(c2ccc(F)cc2)CC1 (stereo not given) | 8% | -1 | -13% | -5% | 1% | 7% | -2.2 | 13% | -6%
Cc1c(NC(=O)COC(=O)C23CC4CC(CC(Br)(C4)C2)C3)c(=O)n(-c2ccccc2)n1C | -8% | -4 | -3% | 10% | -1% | 2% | -0.1 | 8% | -4%
CCOc1ccc(/C=N/NC(=O)CSc2n[nH]c(=O)[nH]c2=O)cc1OC | -24% | u | -7% | -6%[11.6 µM] | -2% | -1% | -0.5 | 19% | -14%
FC(F)(F)c1cccc(-c2nc(COc3ccc(Cl)cc3Cl)no2)c1 | -9% | 12 | -3% | -11% | -10% | -14% | -2.1 | 1% | 1%
COC1c2ccccc2C(=O)N1CCc1ccc(Cl)cc1 (stereo not given) | -17% | 3 | -4% | -4% | -6% | 9% | -0.7 | 7% | -1%
O=c1n(-c2ccc(Br)cc2)cnn1-c1ncccc1[N+](=O)[O-] | -7% | 4 | -14% | 15% | -2% | u | 3.7 | 21% | 2%
Cc1ccc(C(=O)c2cc3ccccc3o2)cc1C | 1%[9.22 µM] | 21 | -7% | -17% | -15% | -14% | -2.1 | -48% | 17%
N/C(=N\OC(=O)c1ccccc1Cl)c1ccccc1 | 7% | x | -8% | -1% | -21% | 0% | -1.3 | 13% | 3%
COc1cc(NS(=O)(=O)c2ccc(N/C=C(\C=O)c3nc4cc(Cl)ccc4o3)cc2)nc(OC)n1 | -18% | -26 | 0% | -26% | 0% | 3% | 1.0 | u | -6%
CC(=O)Nc1ccc(C(=O)OCC(=O)NCc2ccc3c(c2)OCO3)cc1 | 10% | 3 | 6% | -1% | 2% | 10% | -0.7 | 0% | 6%
C/C(=N\NC(=O)OC(C)(C)C)c1ccc(-n2ccnc2)cc1 | 5% | 10 | 6% | 0%[57.1 µM] | -3% | 4% | -0.5 | 1% | 0%
CCC1(CC)NC(=O)N(CC(=O)OC(C)C(=O)Nc2ccc(S(N)(=O)=O)cc2)C1=O (stereo not given) | -3% | 1 | 0% | -5% | 0% | 0% | 1.5 | -8% | 16%
COc1ccc(N/C=C/C(=O)c2ccc(Cl)cc2)cc1 | -9% | 2 | 3% | -9% | 2% | 4% | u | -13% | 3%
Cc1ccccc1S(=O)(=O)N(C)C[C@@H]1OCc2cnnn2CCCC(=O)N([C@@H](C)CO)C[C@@H]1C | -10% | -1 | -22% | -2% | 2% | 2% | -2.0 | -14% | -8%
COc1ccccc1C(=O)N1CCN(C(=O)[C@H]2O[C@@H](n3ccc(=O)[nH]c3=O)[C@H](O)[C@@H]2O)CC1 | -23% | -4 | 0% | 3% | -23% | 23% | 0.2 | -29% | -7%
C=CCN1C(=O)C(Cc2ccc(F)cc2)S/C1=N/N=C/c1ccco1 (stereo not given) | -8% | 8 | -2% | 3% | -1% | -9% | 0.5 | -7% | -15%
